# GSK3 alpha inh: blockers of GSK3A enzyme activity – biochemical, luminescence, cell-free homogeneous, HTS, primary screen. Glycogen synthase kinase-3 alpha (Homo sapiens), P49840. GSK-3 alpha kinase, ADP-Glo luminescence, 60 min. inhibition, % at 10 µM. 320,000 compounds, 0.1% hits. AID 2650, 2010;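 in the data active means inhibition above about 50%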;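 further: GST-tagged GSK-3 alpha with peptide substrate and 25 µM ATP; 0% = DMSO neutral wells and 100% = GW8510 positive control wells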
# Dyrk1A ADPGlo: rat Dyrk1A kinase inhibitors, primary screen, biochemical, single point, plate reader | Dual specificity tyrosine-phosphorylation-regulated kinase 1A (Rattus norvegicus), Q63470 | ADP-Glo luminescence, NFATc1 peptide | inhibition, % at 12.5 µM | 310,000 compounds, 0.43% hits | AID 504441, 2011; in the data active means inhibition above about 50%;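 further: plate controls were vehicle with enzyme for no effect and no enzyme for full effect; many of its hits are not listed in these tables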
# KCNK3 block: human KCNK3 channel inhibitors, primary screen, CHO cells, FluxOR thallium flux, B-score | B-score at 10 µM | 340,000 compounds, 0.84% hits | AID 602410, 2012 | FluxOR fluorescence; hits give low values | Potassium channel subfamily K member 3 (Homo sapiens), O14649;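 active means B-score under library mean minus 4 SD, starting fluorescence ratio at most library mean plus 5 SD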;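 further: more negative B-score means stronger inhibition of thallium flux through KCNK3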
# Target sequence (O14649 whole entry, looked up): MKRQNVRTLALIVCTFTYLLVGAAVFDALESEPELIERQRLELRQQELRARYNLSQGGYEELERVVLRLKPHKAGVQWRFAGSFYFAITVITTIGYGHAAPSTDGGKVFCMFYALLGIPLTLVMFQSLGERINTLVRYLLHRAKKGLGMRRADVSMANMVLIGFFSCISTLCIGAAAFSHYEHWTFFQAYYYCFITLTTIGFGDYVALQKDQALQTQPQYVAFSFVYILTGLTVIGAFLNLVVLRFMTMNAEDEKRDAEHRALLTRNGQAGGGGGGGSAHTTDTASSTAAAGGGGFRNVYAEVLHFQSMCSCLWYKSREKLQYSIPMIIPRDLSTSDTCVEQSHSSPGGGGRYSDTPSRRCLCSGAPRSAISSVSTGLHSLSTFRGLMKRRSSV
# An asterisk follows results filed as active; i = inactive. Not all compounds are listed; the hit share may differ from the screen's.
SMILES,GSK3 alpha inh,Dyrk1A ADPGlo,KCNK3 block
COc1cc(NC(=O)CN2C(=O)NC(CC(C)C)C2=O)cc(OC)c1OC (stereo not given),0,-5,i
C=CC(=O)Nc1ccc(CN2C(=O)N(c3c(Cl)c(OC)cc(OC)c3Cl)Cc3cnc(NCCCCN(CC)CC)nc32)cc1,23,16,i
COc1cccc(C#Cc2c(C=O)n(C)c3ccccc23)c1,-1,-3,i
COc1ccc(C(=O)O)cc1S(=O)(=O)NC1CCN(Cc2ccccc2)CC1,-2,-7,i
CCC[C@@H](CN1CCC[C@H]1CN1C(N)=NC[C@@H]1Cc1ccccc1)N1C[C@@H]([C@H](C)CC)N(CCc2ccc(Cl)c(Cl)c2)C1=N,13,0,i
C#CC(=O)CCC1CCCN1C(=O)OC(C)(C)C (stereo not given),2,6,i
CCCN(CC(=O)Nc1cc(Cl)ccc1Cl)C(=O)c1ccccn1,-4,-2,i
Cc1ccc(OCC(=O)OCC(=O)NC2CCCC2)cc1C,11,0,i
CCCCNC(=O)COC(=O)c1c2c(nc3ccccc13)/C(=C/c1cccs1)CC2,0,-9,i
C#CCOCCOCCOCCNc1nc(N2CCOCC2)nc(N2CCN(C(=O)[C@H](CC(N)=O)n3cc(C(N)[C@@H](C)CC)nn3)CC2)n1 (stereo not given in full),-3,8,i
CC1(c2ccc3ccccc3c2)NC(=O)N(CC(=O)Nc2ncccc2O)C1=O (stereo not given),0,7,i
COc1cccc(OCCNS(=O)(=O)c2ccccc2[N+](=O)[O-])c1,-1,2,i
CCCCN1CC(=O)N2[C@H]3c4cc(C)ccc4OC[C@@H]3[C@H](c3ccccc3)[C@]2(C)C1=O,1,-4,i
CCN1C(=O)[C@H]2[C@@H](c3ccc(C)cc3)N3C(=O)N(c4cccc(Cl)c4)C(=O)[C@@]3(Cc3ccc(Cl)cc3)[C@H]2C1=O,-1,-4,i
O=C(OC1CCc2ccccc2C1=O)c1ccccc1O (stereo not given),-5,1,i
C/C(=N\OCC(=O)OCC(=O)Nc1cc(S(C)(=O)=O)ccc1Cl)c1ccc2c(c1)OCO2,-1,0,i
CN(C)C1=NCCN1CC1CCCCC1,-3,-3,i
COc1ccc(CN(C)C(=O)COC(=O)c2cc([N+](=O)[O-])ccc2N2CCCC2)c(OC)c1OC,-3,3,i
CC(C)(C)NC(=O)CCN(/N=C/c1ccc([N+](=O)[O-])o1)C1=NS(=O)(=O)c2ccccc21,3,-1,i
C=CC[C@@H](CC(=O)NCCO)C(=O)NC[C@H](OC(=O)[C@@H](CC=C)Cc1ccc(F)cc1)c1ccccc1,-1,11,i
CSc1nc(-c2ccccc2)nc(C(C)C)n1,-1,9,i
Cc1cc(C)nc(SCC(=O)NN=Cc2ccc(C)o2)n1,2,-5,i
CN1CCN(S(=O)(=O)c2ccc(C#N)cc2)C(c2ccccc2)C1 (stereo not given),-3,-3,i
O=C(OCc1nnc(-c2cccs2)o1)C1=NN(c2ccccc2)C(=O)CC1,0,2,i
CC(C)CCN(C(=O)c1ccc(Br)cc1)c1c(N)n(Cc2ccccc2)c(=O)[nH]c1=O,1,1,i
CC(=O)c1c(C)[nH]c(C(=O)OCC(=O)c2c(N)n(CC(C)C)c(=O)n(C)c2=O)c1C,0,1,i
NS(=O)(=O)c1ccc(CCNC(=O)CCNS(=O)(=O)c2ccccc2C(F)(F)F)cc1,-1,0,i
Cc1ccc(-c2cc(C(=O)N3CCN(C4CCS(=O)(=O)C4)CC3)c3ccccc3n2)cc1 (stereo not given),-2,11,i
O=C(COC(=O)CCc1ccc(S(=O)(=O)N2CCOCC2)cc1)Nc1ccccc1OC(F)F,-1,0,i
O=C1c2ccccc2/C(=C\c2ccc3[nH]ccc3c2)N1c1ccccc1,-1,8,i
CCCNC(=O)C12CCC(C)(C(=O)C1Br)C2(C)C (stereo not given),-2,2,i
COc1cc(S(=O)(=O)N2CCOCC2)cc(C(=O)NCC(c2cccs2)N2CCOCC2)c1OC (stereo not given),0,-5,i
CCC(C(=O)OCC(=O)NCc1ccc2c(c1)OCO2)c1ccccc1 (stereo not given),2,4,i
CSc1ncccc1C(=O)OCC(=O)NC(C)CCc1ccccc1 (stereo not given),-4,4,i
COc1ccc(-c2cn(CCO)c(-c3ccc(Cl)nc3)n2)cc1,2,11,i
CCN(Cc1nc2ccccc2c(=O)[nH]1)C(=O)c1cc2c(s1)CCCCC2,-1,-1,i
C#CCOCCOCCOCCNc1nc(N2CCN(C(=O)[C@H](CCCCN)n3cc([C@@H](N)[C@H](C)CC)nn3)CC2)nc(N2CCN(C(=O)[C@H](CCCCN)n3cc([C@@H](N)CC(N)=O)nn3)CC2)n1,5,0,i
CC1(C)Oc2ccc3ccc(=O)oc3c2C[C@H]1O[C@@H]1O[C@H](CO)[C@@H](O)[C@H](O)[C@H]1O,-3,-3,i
O=C(C[C@@H]1C/C=C/CC[C@@H](Cc2ccc(F)cc2)C(=O)OCCNC1=O)N[C@H](CO)Cc1ccccc1,-1,12,i
O=C(COC(=O)c1ccc(Cl)nc1)Nc1ccc(N2CCCCC2)cc1,-1,-6,i

# Just KCNK3 block, for some of the entries so far:
compound,KCNK3 block
CCCCNC(=O)COC(=O)c1c2c(nc3ccccc13)/C(=C/c1cccs1)CC2,i
C#CCOCCOCCOCCNc1nc(N2CCOCC2)nc(N2CCN(C(=O)[C@H](CC(N)=O)n3cc(C(N)[C@@H](C)CC)nn3)CC2)n1 (stereo not given in full),i

# Returning to the listing with the 2 entries that preceded the break.
SMILES,GSK3 alpha inh,Dyrk1A ADPGlo,KCNK3 block
O=C(C[C@@H]1C/C=C/CC[C@@H](Cc2ccc(F)cc2)C(=O)OCCNC1=O)N[C@H](CO)Cc1ccccc1,-1,12,i
O=C(COC(=O)c1ccc(Cl)nc1)Nc1ccc(N2CCCCC2)cc1,-1,-6,i
COCCN(C(=O)c1c(C)noc1C)c1c(N)n(CC(C)C)c(=O)[nH]c1=O,0,4,i
COc1ccc(C2C(C(=O)c3ccco3)=C(O)C(=O)N2CCc2ccccc2)cc1OC (stereo not given),-1,3,i
NS(=O)(=O)c1ccc(CCNS(=O)(=O)c2ccc(Cl)s2)cc1,-1,-6,i
C[C@H]1CN([C@@H](C)CO)C(=O)c2cc(NC(=O)NC3CCCCC3)ccc2O[C@H]1CN(C)C(=O)Nc1ccc(C(F)(F)F)cc1,-1,0,i
CC(C)(C)OC(=O)[C@H](CCCCN)NC(=O)c1[nH]cnc1C(=O)N[C@@H](Cc1ccccc1)C(=O)OCc1ccccc1,8,-14,i
CCC(C)(C)NC(=O)C(c1ccc(OC)cc1)N(Cc1cccs1)C(=O)CCC(=O)Nc1cc(C)on1 (stereo not given),0,0,i
COC(=O)C1=C(C)N(Cc2ccccc2)C(=NCC(C)C)N[C@H]1c1cccc(C(F)(F)F)c1,5,3,i
CCCn1c(SCC(=O)Nc2ccc(Cl)cc2F)nc(O)cc1=O,-4,-3,i
CN(Cc1ccccc1)C(=O)COC(=O)CCN1C(=O)C2CC=CCC2C1=O (stereo not given),-1,-2,i
COc1cc(OC)cc(C(=O)OCC(=O)Nc2cccc(S(=O)(=O)NC3=NCCCCC3)c2)c1,-2,-4,i
COc1ccccc1CNC(=O)COC(=O)Cc1cccc(F)c1,-3,-3,i
O=C(CSc1ccccc1F)NNC(=O)c1ccncc1,0,4,i

# Gathered by group: the entries above with an aryl methoxy group.
SMILES,GSK3 alpha inh,Dyrk1A ADPGlo,KCNK3 block
COc1cc(NC(=O)CN2C(=O)NC(CC(C)C)C2=O)cc(OC)c1OC (stereo not given),0,-5,i
C=CC(=O)Nc1ccc(CN2C(=O)N(c3c(Cl)c(OC)cc(OC)c3Cl)Cc3cnc(NCCCCN(CC)CC)nc32)cc1,23,16,i
COc1cccc(C#Cc2c(C=O)n(C)c3ccccc23)c1,-1,-3,i
COc1ccc(C(=O)O)cc1S(=O)(=O)NC1CCN(Cc2ccccc2)CC1,-2,-7,i
COc1cccc(OCCNS(=O)(=O)c2ccccc2[N+](=O)[O-])c1,-1,2,i
COc1ccc(CN(C)C(=O)COC(=O)c2cc([N+](=O)[O-])ccc2N2CCCC2)c(OC)c1OC,-3,3,i
COc1cc(S(=O)(=O)N2CCOCC2)cc(C(=O)NCC(c2cccs2)N2CCOCC2)c1OC (stereo not given),0,-5,i
COc1ccc(-c2cn(CCO)c(-c3ccc(Cl)nc3)n2)cc1,2,11,i
COc1ccc(C2C(C(=O)c3ccco3)=C(O)C(=O)N2CCc2ccccc2)cc1OC (stereo not given),-1,3,i
CCC(C)(C)NC(=O)C(c1ccc(OC)cc1)N(Cc1cccs1)C(=O)CCC(=O)Nc1cc(C)on1 (stereo not given),0,0,i
COc1cc(OC)cc(C(=O)OCC(=O)Nc2cccc(S(=O)(=O)NC3=NCCCCC3)c2)c1,-2,-4,i
COc1ccccc1CNC(=O)COC(=O)Cc1cccc(F)c1,-3,-3,i

# Source: PubChem
